# From PubChem BioAssay
# CBFb RUNX1 block = qHTS Assay for Compounds Blocking the Interaction Between CBF-beta and RUNX1 for the Treatment of Acute Myeloid Leukemia. AlphaScreen CBFb-His/RUNX1-biotin binding, biochemical. 230,000 tested, under 10 active. AID 1477, 2009. Potency, µM (titrated, usually from 59.8 µM), without a hit: top-dose activity, negative = inhibition, usual class: inhibitors; further: % of control where 0% means no effect
# Target sequence (Q01196 whole entry, looked up): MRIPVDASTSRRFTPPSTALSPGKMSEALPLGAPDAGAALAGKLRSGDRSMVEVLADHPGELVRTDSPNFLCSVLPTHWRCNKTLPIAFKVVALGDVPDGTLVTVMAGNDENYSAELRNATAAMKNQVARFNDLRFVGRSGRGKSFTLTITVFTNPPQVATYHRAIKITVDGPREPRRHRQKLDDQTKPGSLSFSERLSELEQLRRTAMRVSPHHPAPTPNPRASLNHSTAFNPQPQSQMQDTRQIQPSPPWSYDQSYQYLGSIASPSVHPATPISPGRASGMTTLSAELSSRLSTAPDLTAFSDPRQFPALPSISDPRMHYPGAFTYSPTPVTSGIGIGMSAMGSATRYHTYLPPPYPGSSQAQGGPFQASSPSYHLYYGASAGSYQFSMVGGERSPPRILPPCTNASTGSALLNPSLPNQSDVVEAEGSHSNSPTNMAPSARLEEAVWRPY
# Target sequence (Q13951 whole entry, looked up): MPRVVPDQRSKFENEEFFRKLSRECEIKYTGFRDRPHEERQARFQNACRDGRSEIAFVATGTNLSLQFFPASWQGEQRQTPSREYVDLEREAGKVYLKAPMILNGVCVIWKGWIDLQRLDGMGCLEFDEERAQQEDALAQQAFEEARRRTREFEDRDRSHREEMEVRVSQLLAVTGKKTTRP
#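 CBFb-His/RUNX1-biotin, 30 nM each, preincubated 20 min RT; compound 15 min RT; Ni + streptavidin beads 50 ng each, 90 min RT; AlphaScreen read.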
# Epigenetic derep = Quantitative High-Throughput Screen for Regulators of Epigenetic Control | AID 1865, 2009 | Potency, µM (titrated, usually from 53.9 µM), without a hit: at the top dose GFP activation, actives largely listed as activators | hit rate 0.2% among 280,000 | murine LDR cells, GFP reporter derepression, 30 h; further: potency means the concentration at half of the fitted maximal effect; % of control where 0% means no effect; nearly all actives have a fitted effect of over 60% in size
#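 In this reporter-derepression format, murine cells bearing a silenced integrated CMV-GFP locus incubate with test compound (30 h, 37 C), then are washed and imaged; fluorescent objects of 20–120 um count as induced cells.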
# NPSR antag = qHTS Assay for Antagonists of the Neuropeptide S Receptor: cAMP Signal Transduction. Q6W5P4. CHO-NPSR cells, cAMP TR-FRET, antagonist mode. Potency, µM (highest dose often 38.3 µM), for inactives: at the highest dose activity change, negative = inhibition, hits mostly inhibitors. hit rate 1% among 220,000; further: potency means the concentration at half of the fitted maximal effect; on the % scale 0 is the no-effect control and ±100 the full control effect; nearly all actives have a fitted effect of over 50% in size; many of its hits are not listed in these tables
# Luc counter = Counterscreen for Luciferase (Kinase-Glo TM) Inhibition | Luciferin 4-monooxygenase (Photuris pensylvanica), Q27757 | Kinase-Glo luciferase, ATP luminescence, 8 min | Potency, µM (top dose mostly 38.3 µM), without a hit: at the highest dose activity change, negative = inhibition, hits mostly inhibitors | hit rate 0.28% among 200,000 | AID 1379, 2008; further: potency means the concentration at half of the fitted maximal effect; on the % scale 0 is the no-effect control and ±100 the full control effect; nearly all actives have a fitted effect of over 60% in size
#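 Compound is pinned into ATP-containing buffer (10 uM ATP, imidazole pH 7.2, 7 mM MgCl2). Kinase-Glo luciferase reagent is then added. Light output is recorded following an 8-min room-temperature incubation.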
# Lamin A splicing = qHTS Assay for Modulators of Lamin A Splicing; HeLa LMNA splicing GFP/RFP minigene ratio, 48 h; Potency, µM (series often up to 46.1 µM), without a hit: at the highest dose ratio change, negative = inhibition, actives largely listed as inhibitors; hit rate 0.01% among 200,000; AID 1487, 2009; active means well fitted inhibition curve with a large enough effect in the signal ratio, with a control signal flat, not every such curve was filed as active; inconclusive means small, poorly fitted or top-dose-only effect, or effect the other way, or a change in a side signal; the % refers to the signal ratio; further: potency means the concentration at half of the fitted maximal effect; on the % scale 0 is the no-effect control and ±100 the full control effect
#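 S3 HeLa cells stably expressing lamin A-EGFP splicing minigene plus DsRed2, 600 cells/well, 48 h compound exposure at 37C. Laser-scanning cytometry; analysed as GFP (500-530 nm)/RFP (575-640 nm) total intensity ratio; 0.5% DMSO vehicle.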
# GLA spleen mod = qHTS Assay for Inhibitors and Activators of Human alpha-Galactosidase From Spleen Homogenate | Alpha-galactosidase A (Homo sapiens), P06280 | human spleen homogenate, 4MU-alpha-Gal fluorescence, 40 min | Potency, µM (highest dose often 80 µM), inactives show top-dose activity change, negative = inhibition, hits mostly inhibitors | hit rate 0.008% among 240,000;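 further: potency means the concentration at half of the fitted maximal effect; 0% = enzyme with vehicle and -100% = no enzyme basal signal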
# Target sequence (P06280 32-429 limits assumed): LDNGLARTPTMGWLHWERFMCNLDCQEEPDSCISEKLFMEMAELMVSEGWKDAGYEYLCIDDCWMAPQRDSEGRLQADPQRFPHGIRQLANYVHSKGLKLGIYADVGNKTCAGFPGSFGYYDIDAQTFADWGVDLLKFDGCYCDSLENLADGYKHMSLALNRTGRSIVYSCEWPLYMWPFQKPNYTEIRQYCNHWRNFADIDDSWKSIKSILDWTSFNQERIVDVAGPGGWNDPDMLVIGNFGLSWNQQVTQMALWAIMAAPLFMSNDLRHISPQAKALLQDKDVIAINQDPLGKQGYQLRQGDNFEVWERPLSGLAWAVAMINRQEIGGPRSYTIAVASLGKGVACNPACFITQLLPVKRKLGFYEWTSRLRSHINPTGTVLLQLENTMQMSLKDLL
#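 Inhibition or activation of alpha-galactosidase in human spleen homogenate is scored by 4-MU fluorescence after 40 min at 37C, pH 5.0, with 1 mM substrate. AC50s come from concentration-response fitted to the Hill equation.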
# IMPase Li cell = qHTS Assay for Identifying the Cell-Membrane Permeable IMPase Inhibitors: Potentiation with Lithium. CHO-M1 cells, IP1 TR-FRET (IP-One), carbachol + lithium. Potency, µM (doses to about 59.4 µM), for inactives: at the top dose activity, negative = IMPase inhibition, most hits filed as inhibitors. hit rate 0.35% among 210,000. AID 1457, 2008;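 further: IP1 builds up when IMPase is blocked and the TR-FRET signal falls; potency means the concentration at half of the fitted maximal effect; plate controls were basal vehicle for no effect and high inhibitor control for full effect; nearly all actives have a fitted effect of over 50% in size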
#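 CHO cells stably expressing M1 receptor (2000/well, cultured 16–30 h) treated 30 min at 37C with compound plus low lithium. Cytosolic IP1 by TR-FRET (665/620 ratio and 620 channel) after 10 min lysis; AC50 by Hill fit.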
# Numbers without * were called inactive; ? = inconclusive; / = no result given; & = joins results of further samples; [ ] = remark or other dose. Unless noted, the call rests on the fitted dose curve; in most records, active means well fitted curve in the direction sought with a large enough effect; inconclusive means small, poorly fitted or top-dose-only effect, or another doubt; inactive means no such curve, though single readings can be large; an effect the other way counts as inactive or inconclusive. Only part of the results is shown, so the mix of outcomes need not match the whole.
SMILES,CBFb RUNX1 block,Epigenetic derep,NPSR antag,Luc counter,Lamin A splicing,GLA spleen mod,IMPase Li cell
CCC(=O)Nc1cc(SCCO)cc([N+](=O)[O-])c1,1.6%,-1.1%,4.0%[46.1 µM],-6.1%,-2.6%,-1.9%,1.6%[38.3 µM]
NC(=O)CC[C@@H]1NC(=O)[C@H](Cc2ccc(O)cc2)NC(=O)c2cc([N+](=O)[O-])cc(F)c2OCC[C@@H](C(N)=O)NC1=O,9.8%[2.36 µM],-2.3%,20.4%,0.8%,?,21.7%,4.9%
Cc1cc(/C=C2/NC(=O)N(Cc3ccccc3F)C2=O)c(C)n1C,-10.3%,1.3%,-5.3%,12.3%,-4.4%,7.5%,0.9%
COC(=O)/C=C/c1ccc(C(=O)NCC(=O)N[C@@H](CCC(=O)OC)C(=O)N[C@@H](CC(C)C)C(N)=O)cc1,4.8%&13.1%,1.9%,/,/,/,-4.4%&4.5%,-1.0%
Cc1nn(-c2ccc(Cl)cc2)c2[nH]c(=O)c(CNCc3ccc4c(c3)OCO4)cc12,2.3%,0.0%,?,-2.2%,?,-0.3%,31.3%[activator][38.3 µM]
Cc1ccc(OCc2nc(-c3ccccn3)no2)c(Br)c1,0.1%,-0.3%,?,10µM*,?,-6.8%,-0.5%[38.3 µM]
CCn1nc(NC(=O)C2CCCO2)c2cc3cc(C)ccc3nc21 (stereo not given),26.3%,1.1%,-11.8%,0.7%,-20.0%[46 µM],11.9%,2.8%
O=c1c(-c2n[nH]c(=S)n2-c2ccccc2)cccn1Cc1cccc(Cl)c1,-6.4%,-0.5%,-23.2%,-1.4%,12.0%[46 µM],5.7%,-5.2%
CC(/C=N/NC(=S)Nc1cccc(S(=O)(=O)N(C)C)c1)c1ccccc1 (stereo not given),5.1%,0.0%,-4.4%,-1.8%,-12.3%,-4.8%,-1.7%
O=C1CC(c2ccc3c(c2)OCO3)CN1 (stereo not given),2.7%,0.0%,-2.9%[46.1 µM],-0.4%,5.4%,-8.7%,-1.0%[38.3 µM]
O=C(O)/C=C/c1cnc[nH]1,9.6%&1.8%,-0.2%&-1.2%,?,-2.6%&3.4%,-11.5%&-7.6%,-0.2%&16.3%,9.0%&-5.6%
COC(=O)C1=C(C)OC(N)=C(C#N)C1c1ccco1 (stereo not given),-14.6%,-1.0%,12.6%[46.1 µM],-0.4%,-5.2%,0.8%,-0.5%
O=C(COC(=O)Cn1cnc2ccccc2c1=O)NCc1ccccc1Cl,0.3%,-0.1%,-2.4%,-0.6%,1.8%[46 µM],9.0%,-0.7%
COCC(C)n1c(SCc2cc(C(=O)OC)c(C)o2)nc2ccccc2c1=O (stereo not given),14.2%,-1.1%,-48.1%,/,/,3.4%,/
Cc1ccc(C2CC2C(=O)NNC(=S)Nc2cccc(C)c2)cc1 (stereo not given),8.1%,-1.0%,-17.1%,1.0%,?,-0.8%,-3.8%
Cc1nc2ccccc2c2oc(C(=O)N3CCN(C(=O)c4ccco4)CC3)cc12,-2.0%,0.6%,-19.3%[46.1 µM],-3.0%,-17.4%,-3.5%,28.1%[38.3 µM]
CCCCn1nnc(NC(=O)c2cc3ccccc3o2)n1,2.4%,-2.0%,-11.8%[46.1 µM],-0.2%,-15.6%,5.8%,15.1%[38.3 µM]
COc1ccc(C2C(C#N)=C(C)NC(C)=C2C(=O)OC(C)C)c(OC)c1 (stereo not given),-12.5%,0.0%,-20.7%,-4.2%,/,1.3%,26.5%
CCCN(CCC)S(=O)(=O)c1ccc(C(=O)Nc2nnc(-c3cc(OC)cc(OC)c3)o2)cc1,0.9%,-1.0%,-11.2%[46.1 µM],-3.1%,?,-2.4%,12.4%[38.3 µM]
Cc1cc(C(=O)NCCCN2CCCC2=O)cs1,3.0%,-1.2%,-15.9%[46.1 µM],6.9%,-14.0%,-0.9%,-2.8%

# Entries of single compounds as entered above. Screens in order: CBFb RUNX1 block	Epigenetic derep	NPSR antag	Luc counter	Lamin A splicing	GLA spleen mod	IMPase Li cell
# `O=C1CC(c2ccc3c(c2)OCO3)CN1` (stereo not given) in the list: 2.7%	0.0%	-2.9%[46.1 µM]	-0.4%	5.4%	-8.7%	-1.0%[38.3 µM]
# `CC(/C=N/NC(=S)Nc1cccc(S(=O)(=O)N(C)C)c1)c1ccccc1` (stereo not given) in the list: 5.1%	0.0%	-4.4%	-1.8%	-12.3%	-4.8%	-1.7%
# `O=C(O)/C=C/c1cnc[nH]1` in the list: 9.6%&1.8%	-0.2%&-1.2%	?	-2.6%&3.4%	-11.5%&-7.6%	-0.2%&16.3%	9.0%&-5.6%
# `CCCCn1nnc(NC(=O)c2cc3ccccc3o2)n1` in the list: 2.4%	-2.0%	-11.8%[46.1 µM]	-0.2%	-15.6%	5.8%	15.1%[38.3 µM]

# Additional results follow.
SMILES,CBFb RUNX1 block,Epigenetic derep,NPSR antag,Luc counter,Lamin A splicing,GLA spleen mod,IMPase Li cell
Cc1ccc(NC2=CC(=O)CC(C)(C)C2)c(N)c1,6.1%,0.0%,-9.8%[46.1 µM],-1.7%,3.1%,-9.9%,4.4%[38.3 µM]
CC(C)c1ccc(NC(=O)N2CCc3ccccc3C2)cc1,19.1%,-0.4%,-35.0%,1.1%,/,1.9%,11.9%
O=S(=O)(c1cccc(-c2csc(-c3ccccc3)n2)c1)N1CCOCC1,11.3%,0.0%,-14.0%[46.1 µM],-1.5%,?,5.1%,0.0%[38.3 µM]
Cc1ccc(/C=N/Nc2ccc3c(C(F)(F)F)cc(C(F)(F)F)nc3n2)cc1,1.4%,-0.9%,-2.6%[46.1 µM],-0.1%,3.3%,-3.6%,-13.8%[38.3 µM]
Cc1c(C)c2ccc(OS(C)(=O)=O)cc2oc1=O,-23.6%,-0.9%,9.8%,4.0%,?,-3.4%,1.5%
CCCN(CC1CC1)c1nc(C)nc(Nc2c(Cl)cc(Cl)cc2Cl)c1Cl,3.9%,-0.2%&3.2%,?,0.6%&1.0%,?,-4.9%&9.6%,-6.7%&8.4%
CCN(CC)Cc1c(O)ccc2c(=O)c(-c3ccc4c(c3)OCCO4)coc12,10.3%,-2.2%,-5.4%[46.1 µM],-3.5%,?,8.2%,12.1%
Cc1ccc(OCCn2nc3ccccc3n2)c(C)c1,18.5%,0.0%,13.3%[46.1 µM],2.4%,-3.5%,2.7%,9.4%[38.3 µM]
CCn1c(-c2ccccc2Cl)nn(CC(=O)Nc2ccccc2C)c1=S,0.9%,0.8%,-13.1%[46.1 µM],-3.4%,-4.5%,2.0%,-0.9%[38.3 µM]
Cc1ccc(S(=O)(=O)Oc2ccc(/C=N/NC(=O)c3c(Cl)cnn3C)cc2)cc1,-0.5%,1.0%,-33.2%,4.6%,-5.9%,0.1%,29.1%
C/C(CCC(C)C)=N\NC(=S)NCc1ccccc1,3.5%,-0.4%,-57.6%,-1.0%,51.1%[46 µM],4.0%,5.6%
O=C(NC1CC1)c1ccc2c(Cl)c3c(nc2c1)CCCC3,4.9%,-1.2%,-4.8%,-0.2%,/,1.7%,9.6%
O=C(N/N=C1/CCSC1)c1cccc([N+](=O)[O-])c1,-3.1%,0.0%,14.4%,1.9%,0.4%,-7.1%,-4.4%
COCCn1nnnc1C(c1cc2ccc(OC)cc2[nH]c1=O)N1CCN(C2CCCCC2)CC1 (stereo not given),-16.8%,2.2%,-23.7%[46.1 µM],0.6%,2.9%,1.9%,0.8%[38.3 µM]
N/C(Cc1cccc2ccccc12)=N\OC(=O)c1ccc(Br)o1,-3.1%,0.0%,-12.3%,-3.0%,/,4.7%,10.9%
O=C(O)CCc1nc(-c2cccs2)no1,6.3%,2.8%,-0.8%[46.1 µM],-2.4%,-1.5%,-2.1%,-1.6%[38.3 µM]
NS(=O)(=O)c1cccc(NC(=O)COc2ccc([N+](=O)[O-])cc2)c1,-14.1%,-1.2%,5.5%,1.5%,/,-0.3%,-1.4%
COc1cc(NC(=O)CN2CCCCC2)c(C)cc1[N+](=O)[O-],-8.6%,1.1%,-10.7%[46.1 µM],-7.6%,-13.6%,6.5%,5.5%
CCn1nc(NC(=O)c2ccco2)c2cc3ccc(C)cc3nc21,?,-0.7%,-0.7%[46.1 µM],0.4%,-1.7%,1.1%,-8.5%[38.3 µM]
CC(C)(C)C1CCc2c(C(=O)NNC(=O)CCC(=O)O)csc2C1 (stereo not given),3.6%,-6.3%,7.8%,-2.7%,-1.1%,1.7%,-3.2%
COCCN(C(=O)CSc1nnc(-c2ccccc2F)n1C)c1c(N)n(Cc2ccccc2)c(=O)[nH]c1=O,9.4%,1.1%,6.3%,1.2%,/,0.4%,-3.2%
CC(=O)Nc1nc(-c2ccccc2)ns1,-2.6%,-0.8%,-1.4%[46.1 µM],2.5%,-2.4%,6.0%,-0.4%
CC1Cc2ccccc2N1C(=O)CCn1c(=O)oc2ccccc21 (stereo not given),3.2%,-0.8%,-2.2%[46.1 µM],-1.3%,-7.1%,-1.3%,15.7%[38.3 µM]
COC(=O)C1C(=O)CC(C)(O)C(C(=O)OC)C1/C=C/c1ccccc1 (stereo not given),-0.2%,-1.1%,-15.0%[46.1 µM],-4.8%,1.8%,-1.4%,-6.1%[38.3 µM]
COc1ccc2[nH]c(=O)c(C(c3nnnn3CC3CCCO3)N3CCCCC3)cc2c1 (stereo not given),7.2%,0.1%,-7.0%,-2.2%,5.5%[46 µM],7.1%,1.1%
CCOC(=O)c1ccc(NC(=S)Nc2ccc(C)cc2)cc1,4.2%,4.5%,-19.3%,0.1%,2.9%[46 µM],-3.1%,-2.0%
Cc1cccc(Cc2ccc(Cl)nn2)c1,11.3%,-1.1%,4.5%,0.8%,0.6%[9.22 µM],2.1%,-1.1%
Cc1ccc(C(=O)N/C(=C/c2ccc(-c3cccc([N+](=O)[O-])c3)o2)C(=O)NC(C)C)cc1,-6.4%,-1.0%,-16.5%[46.1 µM],1.9%,7.2%,-8.1%,6.0%[38.3 µM]
CCn1c(SCc2ccc(Cl)cc2Cl)nc2nc3c(cc2c1=O)CCCC3,0.1%,-1.1%,-12.4%[46.1 µM],-3.5%,1.6%,5.8%,24.4%[38.3 µM]
CCCCCn1c(CNC(C)=O)nc2ccccc21,2.9%,-1.1%,-4.6%[46.1 µM],0.2%,2.5%,5.5%,30.1%[38.3 µM]
CCOC(=O)c1ccc(NC(=O)CSc2nc(C)cc(=O)[nH]2)cc1,-22.9%,-1.1%,-11.3%[46.1 µM],-5.1%,5.2%,-3.0%,-8.7%[38.3 µM]
